Source: PubChem (several laboratories)
SIAH1 antagonists – blockers of Siah-1 interaction with plectin peptide – biochemical, fluorescence polarization, rhodamine-plectin, uHTS, primary screen (AID 1817); 0.02% of 290,000 active; Siah-1 / rhodamine-plectin peptide fluorescence polarization; higher % means a stronger effect; displacement, % at 20 µM; hits with a dose series show IC50 in µM;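 active means displacement of at least 50% at 20 µM, with a fluorescence ratio check between 0.3 and a set limit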;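 further: plate controls were Siah plus tracer with DMSO for no effect and tracer alone without Siah for full effect; strong numbers were not always called active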
WT yeast gro inh – growth inhibition of WT yeast, mitochondrial fusion screen | mitochondrial fusion phenotypic screen, WT strain | 2.1% of 190,000 active | inhibition, % at 10 µM; in the data active means inhibition above about 58%; tested in S. cerevisiae
Salmonella PhoP GFP – inhibitors of PhoP regulon expression, primary screen, Salmonella Typhimurium, GFP reporter (AID 1863) | S. Typhimurium PhoP-regulated promoter GFP reporter, 4 h; higher % means a stronger effect | 0.16% of 300,000 active | inhibition, % at 50 µM; hits with a dose series show IC50 in µM;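 active means inhibition over 29.93%, a cutoff 3 SD above the screen mean, later confirmed by dose response; inconclusive means inhibition over 29.93% but no dose response follow-up; inactive means inhibition at most 29.93% or unconfirmed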;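 further: 0% = low Mg2+ inducing control and 100% = high Mg2+ repressing control; strong numbers were not always called active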
TNAP activators – human TNAP enzyme activators, primary screen, biochemical, luminescent, no phosphate acceptor, uHTS (AID 1001); purified TNAP, luminescent activation assay, no phosphate acceptor; higher activation fold means a stronger effect; activation fold at 20 µM; hits with a dose series show EC50 in µM; 0.03% of 200,000 active; in the data active means activation fold from about 3, or a potency from the dose series; inactive means the rest, 99 in 100 with activation fold below about 1.6; further: many of its hits are not listed in these tables
XIAP antagonists – XIAP antagonists, biochemical, IAP family, fluorescence polarization (AID 1018). XIAP BIR domain, fluorescence polarization peptide displacement; higher % means a stronger effect. displacement, % at 20 µM; hits with a dose series show IC50 in µM. 0.007% of 200,000 active; in the data active means displacement above about 50%; further: a part of the inactive calls stands beside numbers as strong as those of hits
RSV antiviral HEp-2 – inhibition of RSV-induced cytopathic effect – HEp-2 cells, primary 10 µM value included (AID 2391); HEp-2 cells, RSV-induced CPE inhibition; higher % means a stronger effect; CPE inhibition, % at 10 µM; hits with a dose series show IC50 in µM; 0.13% of 310,000 active; in the data active means a potency from the dose series; inconclusive means CPE inhibition mostly from about 23% at the one dose, without a potency; inactive means the rest, 99 in 100 with CPE inhibition below about 21%; further: strong numbers were not always called active
Myeloid diff MLP – promotes myeloid progenitor differentiation | ER-HoxA9 myeloid progenitors, lysozyme-GFP differentiation, flow cytometry | calls only at 10 µM | 1% of 360,000 active;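 active means normalized GFP-positive differentiation at or above the plate's own cutoff, the solvent-only control mean plus 3 SD; inconclusive means no clear call, values can overlap the other calls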;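 further: cells exposed to compound for four days before flow analysis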
PMI inhibitors – inhibitors of human PMI, primary screen, biochemical, fluorescence intensity, coupled assay (AID 1209). 0.42% of 190,000 active. inhibition, % at 20 µM, or IC50 in µM where a hit was titrated. purified PMI enzyme, coupled fluorescence intensity; higher % means a stronger effect;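 further: plate controls were DMSO vehicle for no effect and wells lacking substrate for full effect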
PMI inhibition – MPI inhibition at elevated mannose 6-phosphate – biochemical, fluorescence intensity, high mannose 6-phosphate, primary screen (AID 1220) | inhibition, % at 20 µM; hits with a dose series show IC50 in µM | 0.66% of 190,000 active | recombinant PMI enzyme, coupled fluorescence intensity; higher % means a stronger effect
WT yeast gro inh mutant strain – recorded beside WT yeast gro inh, whose call it bears; inhibition, %; mitochondrial fusion phenotypic screen, mutant strain inhibition
Myeloid diff MLP GFP+ MAC1+ % – further read-out of Myeloid diff MLP, marked with its call; GFP+ MAC1+ double positive, %; measured here: differentiation confirmed by MAC1 staining
Numbers without * were called inactive; i = inactive; ? = inconclusive; nt = not tested or not shown; + = active, no number. Unless noted, no stated cut-off is given here; in the data, active means inhibition above about 50%; inactive means the rest.

SMILES	SIAH1 antagonists	WT yeast gro inh	WT yeast gro inh mutant strain	Salmonella PhoP GFP	TNAP activators	XIAP antagonists	RSV antiviral HEp-2	Myeloid diff MLP	Myeloid diff MLP GFP+ MAC1+ %	PMI inhibitors	PMI inhibition
O=C(NCCCN1CCOCC1)c1cccc(S(=O)(=O)Nc2ccccc2Cl)c1	-2%	nt	nt	-5%	nt	nt	0.8%	i	0.7	nt	nt
CCOc1cc(C(=O)Nc2nnc(CC)s2)ccc1OCC(=O)N1CCOCC1	-6%	3	-2	11%	1.1	-6.0%	1.4%	i	0.7	0%	0%
O=C(O)CSC(C(=O)Nc1ccc(Br)cc1)c1ccc(Cl)cc1 (stereo unspecified)	4%	-1	4	6%	1.1	-4.9%	2.2%	i	0.1	1%	3%
O=S(=O)(NCc1ccc2c(c1)OCO2)c1ccc2c(c1)oc1ccccc12	2%	20	-26	15%	1.1	-2.7%	6.6%	i	3.9	17%	6%
CCOc1ccc2ccccc2c1C(=O)Nc1cc(=O)n(C)c(=O)n1C	4%	12	5	-13%	1.1	0.6%	0.1%	i	2.8	-12%	-8%
COc1ccc([N+](=O)[O-])cc1NC(=O)c1ccc(CN(c2ccccc2)S(C)(=O)=O)cc1	-3%	-17	-9	-14%	1.1	-8.5%	7.6%	i	0.5	2%	-7%
CC1CCCCN1CCNS(=O)(=O)c1ccc2c(c1)oc(=O)n2C (stereo unspecified)	0%	8	-4	31%	1.1	-10%	-0.2%	i	2.2	6%	5%
Cc1ccc(NC(=O)c2cccs2)cc1NC(=O)c1ccccc1Cl	-5%	nt	nt	1%	nt	nt	2.1%	i	0.2	nt	nt
O=c1cc(CSc2nc3ccccc3[nH]2)c2ccccc2[nH]1	-3%	nt	nt	0%	1.2	-7.8%	20%	i	7.0	4%	7%
COc1cccc(CN(C)C(=O)CC23CC4CC(CC(C4)C2)C3)c1OC	6%	nt	nt	-1%	nt	nt	14%	i	0.1	nt	nt
CC(C)CCOc1cccc(OCC(=O)Nc2ccncc2)c1	5%	nt	nt	0%	nt	nt	2.4%	i	7.8	nt	nt
COC(=O)c1cccnc1-n1c(=O)c2cccnc2n(Cc2cccc(OC)c2)c1=O	0%	14	8	10%	1	-2.8%	0.8%	i	1.4	11%	17%
CN(C(=O)c1c[nH]c(=O)cc1C(F)(F)F)c1ccc(Cl)c(Cl)c1	0%	nt	nt	-9%	nt	nt	-1.8%	i	1.0	nt	nt
COc1ccc(N(CC(=O)Nc2ccc(C)c(F)c2)S(=O)(=O)c2c(C)noc2C)cc1	3%	nt	nt	-5%	nt	nt	-0.2%	i	1.1	nt	nt
CCN(CC)S(=O)(=O)c1ccc(C(=O)NCc2nnc(SCC(=O)OC)n2C)cc1	8%	19	18	-6%	1.1	-3.0%	0.2%	i	2.4	2%	0%
CCOc1cc(NC(=S)Nc2ccccc2)c(OCC)cc1NC(=O)c1ccccc1	3%	42	28	-2%	1	-1.5%	2.6%	i	2.4	2%	7%
O=C(Nc1ccccc1C(=O)Nc1ccc(Br)cn1)c1cccc([N+](=O)[O-])c1	-3%	nt	nt	-3%	nt	nt	0.1%	?	nt	nt	nt
COc1ccc(/C(=N/O)C(C)(C)NO)cc1	-1%	-4	3	-7%	0.9	-4.5%	1.8%	i	1.0	-16%	-30%
NS(=O)(=O)c1ccc(CCNC(=O)c2ccc3c(c2)OCO3)cc1	0%	nt	nt	6%	nt	nt	1.0%	i	1.3	nt	nt
CCOC(=O)/C(O)=C/c1ncc(C(F)(F)F)cc1Cl	-3%	16	10	-9%	1	-0.6%	1.1%	i	1.0	16%	3%

In the list so far, two have bromine:
SMILES	SIAH1 antagonists	WT yeast gro inh	WT yeast gro inh mutant strain	Salmonella PhoP GFP	TNAP activators	XIAP antagonists	RSV antiviral HEp-2	Myeloid diff MLP	Myeloid diff MLP GFP+ MAC1+ %	PMI inhibitors	PMI inhibition
O=C(O)CSC(C(=O)Nc1ccc(Br)cc1)c1ccc(Cl)cc1 (stereo unspecified)	4%	-1	4	6%	1.1	-4.9%	2.2%	i	0.1	1%	3%
O=C(Nc1ccccc1C(=O)Nc1ccc(Br)cn1)c1cccc([N+](=O)[O-])c1	-3%	nt	nt	-3%	nt	nt	0.1%	?	nt	nt	nt

Next section:
SMILES	SIAH1 antagonists	WT yeast gro inh	WT yeast gro inh mutant strain	Salmonella PhoP GFP	TNAP activators	XIAP antagonists	RSV antiviral HEp-2	Myeloid diff MLP	Myeloid diff MLP GFP+ MAC1+ %	PMI inhibitors	PMI inhibition
CCOC(=O)c1c(CC(C)C)csc1NC(C)=O	1%	3	15	-4%	1	-3.8%	1.3%	i	1.2	5%	3%
CCCCC(=NCCc1c(C)[nH]c2ccccc12)C1=C(O)CC(c2ccccc2)CC1=O (stereo unspecified)	0%	16	-13	2%	1	-1.0%	-0.4%	?	nt	18%	21%
N#C/C(=C\c1cn(CCOc2ccccc2)c2ccccc12)C(=O)NCc1cccs1	-2%	2	-5	-3%	1.2	1.0%	3.1%	i	1.4	24%	15%
NC(=O)c1cc([N+](=O)[O-])ccc1NCCN1C(=O)c2ccc(C(=O)O)cc2C1=O	-1%	-8	7	5%	1	-2.1%	0.6%	i	0.4	14%	28%
CC(=O)c1ccc(NC(=O)CN2CCC(C(=O)c3ccc(F)cc3)CC2)cc1	1%	nt	nt	3%	nt	nt	9.6%	i	0.7	nt	nt
O=C(Nn1cnnc1)C(c1ccccc1)c1ccccc1	-6%	-13	-13	-7%	1	-7.7%	1.1%	i	0.3	5%	-1%
COc1ccc(C(=O)OC(C)C(=O)Nc2cc(C(F)(F)F)ccc2Cl)c(OC)c1OC (stereo unspecified)	-1%	9	-1	1%	1	-0.8%	?	i	0.4	22%	13%
CCc1cccc(C)c1NC(=O)CN1C(=O)NC(Cc2ccccc2)C1=O (stereo unspecified)	3%	-7	-10	4%	1.1	-0.9%	0.4%	i	0.7	-7%	-2%
CCC1Oc2ccccc2N(CC(=O)NCCCN2CCC(C)CC2)C1=O (stereo unspecified)	6%	-3	2	1%	1.1	-1.1%	1.3%	i	1.3	7%	4%
CC1Cc2ccccc2N1C(=O)CSc1nnc(Cc2ccccc2)n1CCc1ccccc1 (stereo unspecified)	1%	-16	-2	14%	1.1	-3.7%	nt	nt	nt	9%	3%
CCn1cc(C(=O)NCCCN2CCCCCC2)c(=O)c2cc(S(=O)(=O)N3CCc4ccccc4C3)ccc21	-5%	4	-2	-1%	1	-4.8%	-0.7%	i	0.2	3%	8%
CCNC(=O)C12CCC(C)(C(=O)C1Br)C2(C)C (stereo unspecified)	5%	0	7	-5%	1.2	-3.1%	0.0%	i	0.5	12%	-1%
O=C(CCCl)N(Cc1nc2ccccc2c(=O)[nH]1)Cc1cccs1	1%	-21	-26	-11%	1.1	-3.4%	-0.2%	i	0.1	-10%	-6%
O=C(Cn1cncn1)N/N=C/c1ccncc1	-1%	nt	nt	-4%	nt	nt	1.3%	i	1.1	nt	nt
NC(=O)C1(N2CCCCC2)CCN(Cc2ccc(F)cc2)CC1	-8%	25	13	13%	1.1	-4.8%	0.8%	i	1.5	4%	2%
CCOC(=O)Cc1csc(NC(=S)NC(=O)c2ccc([N+](=O)[O-])cc2)n1	-1%	3	5	1%	1	-4.8%	1.2%	i	0.6	12%	9%
C#CCn1c(=NC(=O)c2ccc(Cl)s2)sc2cccc(OC)c21	2%	20	-5	1%	1.1	-1.2%	47%	i	8.6	19%	16%
Cc1cc(NS(=O)(=O)c2ccc(NC(=O)C(C)Oc3cc(C)c(Cl)c(C)c3)cc2)no1 (stereo unspecified)	1%	nt	nt	-1%	nt	nt	4.7%	i	0.9	nt	nt
Cc1cc(C)cc(OCC(=O)N2N=C(C(F)(F)F)CC2(O)C(C)(C)C)c1 (stereo unspecified)	4%	32	-9	-1%	1.1	-1.1%	9.6%	i	0.6	1%	-2%
O=C(CNC(=S)NC(=O)c1ccccc1)c1ccccc1	7%	-21	0	-14%	1	-0.9%	1.0%	i	1.1	-5%	-7%
CC1CC(C)CN(C(=O)CCNS(=O)(=O)c2cccs2)C1 (stereo unspecified)	10%	-5	2	0%	1.1	-6.9%	-0.6%	i	0.2	-6%	-2%
CCOC(=O)c1sc2nc(N3CCOCC3)c3c(c2c1N)CCCC3	-6%	-8	18	7%	1.1	-1.3%	0.1%	i	0.4	6%	4%
Cc1[nH]c2ccccc2c1CCN(Cc1cccnc1)C(=S)Nc1ccc(F)cc1	-11%	-28	1	-1%	1.1	-5.9%	2.0%	i	3.5	-2%	6%
CCCCNC(=O)C1CCCN1C(=O)NC1CCCCC1 (stereo unspecified)	8%	3	-3	1%	1	-2.0%	2.5%	i	1.1	-4%	-6%
COCCCN1C(=O)C(=O)/C(=C(/O)c2ccc(OC)cc2)C12C(=O)N(C)c1ccccc12 (stereo unspecified)	7%	7	15	0%	1.1	-3.5%	0.9%	i	1.4	-23%	-10%
CC(=O)Nc1ccc(CC(=O)NCCC(c2ccccc2)c2ccccc2)cc1	2%	nt	nt	-2%	nt	nt	0.7%	+	0.9*	nt	nt
CCn1c(C)nc2cc(C(=O)N/N=C/c3ccccc3)ccc21	-2%	15	3	0%	1.1	2.4%	1.7%	i	1.2	-10%	-5%
Cc1ccc2[nH]c(=O)c3cc(C(=O)N4CCN(C(=O)c5ccco5)CC4)sc3c2c1	-2%	9	-1	2%	1	-2.5%	1.3%	i	1.8	10%	8%
Cc1cc(NC(=O)c2ccc(S(=O)(=O)N(C)CC3CCCO3)cc2)no1 (stereo unspecified)	-1%	-15	-9	-11%	1	-4.9%	0.4%	i	0.8	-9%	-16%
CCOc1ccccc1NC(=S)Nc1ccc(S(N)(=O)=O)cc1	10%	11	23	1%	0.7	-2.0%	-0.3%	i	0.2	7%	16%
Cc1nnc2ccc(N3CCN(c4cccc(C(F)(F)F)c4)CC3)nn12	-7%	0	0	-10%	1	-1.8%	20%	i	1.3	14%	8%
O=C(CN1C(=O)COc2ccc(S(=O)(=O)N3CCCC3)cc21)NC1CC1	-1%	nt	nt	-3%	nt	nt	0.3%	i	0.2	nt	nt
CCN(CC)C(=O)Cc1c(O)c2ccccc2[nH]c1=O	0%	nt	nt	-4%	nt	nt	0.8%	i	0.5	nt	nt
O=C(Nc1cc(C(F)(F)F)ccc1N1CCCCC1)c1ccc(Br)o1	0%	-2	-18	-1%	1.1	-1.0%	9.4%	i	0.8	-3%	-9%
Cc1ccc(-n2[nH]c(=O)c3cccnc32)cc1	-1%	13	-10	-16%	0.9	-2.6%	-0.5%	i	0.5	-8%	-6%
c1cc[n+](CCCC[n+]2ccccc2)cc1	-2%	nt	nt	-7%	nt	nt	-1.0%	i	0.5	nt	nt
